Compound activity (PubChem)
human PMI inhibitors = human PMI inhibitors, high substrate, primary screen, biochemical, fluorescence intensity, high mannose 6-phosphate (AID 1220); 190,000 tested, 0.66% active; recombinant PMI enzyme, coupled fluorescence intensity; higher % means a stronger effect; inhibition, % at 20 µM, or IC50 in µM where a hit was titrated
M17LAP inhibition = P. falciparum M17LAP inhibitors, primary screen, biochemical, fluorogenic H-Leu-NHMec substrate, 1536-well (AID 1619) | recombinant M17LAP, H-Leu-NHMec fluorogenic kinetic assay; higher % means a stronger effect | inhibition, % at 30 µM, or IC50 in µM where a hit was titrated | 220,000 tested, 0.38% active;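 active = compound inhibiting the enzyme by more than half at any dose during confirmatory dose-response retesting; inconclusive = strong single-dose inhibitors picked by rank but not retested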;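 also: plate controls were full reaction with DMSO carrier for no effect and no enzyme background for full effect; strong numbers were not always called active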
Myeloid diff MLP = compounds promoting myeloid differentiation. ER-HoxA9 myeloid progenitors, lysozyme-GFP differentiation, flow cytometry. calls only at 10 µM. 360,000 tested, 1% active;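 active = normalized GFP-positive differentiation at or above the plate's own cutoff, the solvent-only control mean plus 3 SD; inconclusive = no clear call, values can overlap the other calls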;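 also: cells exposed to compound for four days before flow analysis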
TNAP activation fold = human TNAP enzyme activators, primary screen, biochemical, luminescent, no phosphate acceptor, uHTS (AID 1001); purified TNAP, luminescent activation assay, no phosphate acceptor; higher activation fold means a stronger effect; one-dose activation fold at 20 µM; EC50 in µM for titrated hits; 200,000 tested, 0.03% active; in the data active = activation fold from about 3, or a potency from the dose series; inactive = the rest, 99 in 100 with activation fold below about 1.6; also: many of its hits are not listed in these tables
LYP phosphatase = inhibitors of LYP phosphatase, biochemical, fluorescence intensity, uHTS (AID 1779). recombinant LYP phosphatase, fluorescence intensity; higher % means a stronger effect. one-dose inhibition, % at 11.5 µM; IC50 in µM for titrated hits. 290,000 tested, 0.054% active;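 also: plate controls were vehicle with enzyme for no effect and no enzyme for full effect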
XIAP antagonists = XIAP antagonists, biochemical, IAP family, fluorescence polarization (AID 1018); one-dose displacement, % at 20 µM; IC50 in µM for titrated hits; 200,000 tested, 0.007% active; XIAP BIR domain, fluorescence polarization peptide displacement; higher % means a stronger effect; in the data active = displacement above about 50%; also: a part of the inactive calls stands beside numbers as strong as those of hits
CSM14.1 death rescue = rescue of cells from ER stress-induced death, primary screen, 384-well, CSM14.1, thapsigargin, ATP luminescence (AID 1222); CSM14.1 thapsigargin-induced death rescue, ATP luminescence; higher % means a stronger effect; cellular ATP content (survival), % at 20 µM; hits with a dose series show EC50 in µM; 190,000 tested, under 10 active;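 active = EC50 below 50 µM in the dose-response confirmation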;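 also: death triggered by thapsigargin at about 15 µM added after 2 h compound pretreatment; cell ATP read after overnight thapsigargin exposure of roughly 18 to 22 hours; normalized against plate controls of thapsigargin alone and 5% DMSO vehicle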
M1AAP inhibition = P. falciparum M1AAP inhibitors, biochemical, fluorogenic H-Leu-NHMec substrate, 1536-well (AID 1445); inhibition, % at 30 µM, or IC50 in µM where a hit was titrated; recombinant M1AAP, H-Leu-NHMec fluorogenic kinetic assay; higher % means a stronger effect; 220,000 tested, 0.42% active;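 active = primary inhibition above the hit cutoff, then over 50% inhibition at one or more dose response concentrations, cut at about 23% in these data, passing the limit was not always enough; inconclusive = conflicting primary data, or primary hits not chosen for dose response; inactive = low primary inhibition, or under 50% at every dose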;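 also: plate controls were DMSO full reaction for no effect and no enzyme background for full effect; strong numbers were not always called active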
human PMI inhibition = MPI enzyme activity inhibition – biochemical, fluorescence intensity, coupled assay, primary screen (AID 1209). purified PMI enzyme, coupled fluorescence intensity; higher % means a stronger effect. inhibition, % at 20 µM, or IC50 in µM where a hit was titrated. 190,000 tested, 0.42% active;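 also: plate controls were DMSO vehicle for no effect and wells lacking substrate for full effect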
Myeloid diff MLP GFP+ MAC1+ % = second read-out of Myeloid diff MLP, no call of its own (marks repeat the call); GFP+ MAC1+ double positive, %; measured here: differentiation confirmed by MAC1 staining
* hit, by the source's call. Rule as the data show it, unless noted: active = inhibition above about 50%; inactive = the rest.

What do the screens show for `CCOc1ccc(C2C(C(=O)c3cccs3)=C(O)C(=O)N2Cc2cccnc2)cc1` (stereo not drawn)?
human PMI inhibitors: -25.7%; M17LAP inhibition: 6.2%; Myeloid diff MLP: inactive; TNAP activation fold: 1.1; LYP phosphatase: 0.6%; XIAP antagonists: -7.2%; CSM14.1 death rescue: -1.4%; M1AAP inhibition: 14.2%; human PMI inhibition: -28.6%; Myeloid diff MLP GFP+ MAC1+ %: 0.1

How did O=c1c2c(nc3n1CCCCC3)-c1ccccc1CC21CCCCC1 do in these assays?
human PMI inhibitors: 1.4%; M17LAP inhibition: -1.2%; Myeloid diff MLP: inactive; TNAP activation fold: 1.1; LYP phosphatase: 7.3%; XIAP antagonists: -15.5%; CSM14.1 death rescue: -0.5%; M1AAP inhibition: -9.2%; human PMI inhibition: 0.1%; Myeloid diff MLP GFP+ MAC1+ %: 14.1

How did Cc1cc(N2CCN(c3ccc([N+](=O)[O-])c4cccnc34)CC2)c2ccccc2n1 do in these assays?
human PMI inhibitors: 46.7%; M17LAP inhibition: -5.7%; Myeloid diff MLP: inconclusive; TNAP activation fold: 0.9; LYP phosphatase: -1.2%; XIAP antagonists: -3.1%; CSM14.1 death rescue: 1.5%; M1AAP inhibition: 8.3%; human PMI inhibition: 19.2%

Results for CC(=O)Nc1ccc(NC(=O)COc2ncnc3ccccc23)cc1 ?
human PMI inhibitors: -8.9%; M17LAP inhibition: -3.0%; Myeloid diff MLP: inactive; TNAP activation fold: 1.1; LYP phosphatase: -3.9%; XIAP antagonists: -3.3%; CSM14.1 death rescue: 1.2%; M1AAP inhibition: -2.2%; human PMI inhibition: -10.6%; Myeloid diff MLP GFP+ MAC1+ %: 0.6

How did Cn1c2c(c(=O)n(C)c1=O)[C@@H]1c3c(ccc4ccccc34)OC[C@@H]1CO2 do in these assays?
human PMI inhibitors: -2.5%; M17LAP inhibition: -9.0%; Myeloid diff MLP: inactive; TNAP activation fold: 1; LYP phosphatase: -2.8%; XIAP antagonists: -2.7%; CSM14.1 death rescue: -0.4%; M1AAP inhibition: -4.9%; human PMI inhibition: -11.6%; Myeloid diff MLP GFP+ MAC1+ %: 0.9

What do the screens show for `COc1ccc(NC(=O)COC(=O)/C=C/c2ccc(OC)c(S(=O)(=O)N3CCOCC3)c2)cc1`?
human PMI inhibitors: -4.7%; M17LAP inhibition: 10.5%; Myeloid diff MLP: inactive; TNAP activation fold: 0.7; LYP phosphatase: 4.2%; XIAP antagonists: -3.0%; CSM14.1 death rescue: -2.3%; M1AAP inhibition: 3.1%; human PMI inhibition: 8.9%; Myeloid diff MLP GFP+ MAC1+ %: 0.7

Results for CC1Oc2ccccc2N(CC(=O)N2CCCc3ccccc32)C1=O (stereo not drawn) ?
human PMI inhibitors: -0.3%; M17LAP inhibition: -8.8%; Myeloid diff MLP: inactive; TNAP activation fold: 1.1; LYP phosphatase: -2.5%; XIAP antagonists: -16.0%; CSM14.1 death rescue: 0.6%; M1AAP inhibition: 3.5%; human PMI inhibition: 4.5%; Myeloid diff MLP GFP+ MAC1+ %: 1.0

How did CCN(CC)CCn1c2ccccc2c2cnc(N=CN(C)C)c(C#N)c21 do in these assays?
human PMI inhibitors: 8.0%; M17LAP inhibition: 13.1%; Myeloid diff MLP: inactive; TNAP activation fold: 1.1; LYP phosphatase: -8.1%; XIAP antagonists: -7.1%; CSM14.1 death rescue: -4.7%; M1AAP inhibition: 5.4%; human PMI inhibition: 16.9%; Myeloid diff MLP GFP+ MAC1+ %: 0.7

How did O=C(CNC(=O)c1cccs1)OCC(=O)c1ccc([N+](=O)[O-])cc1 do in these assays?
human PMI inhibitors: -6.1%; Myeloid diff MLP: inactive; TNAP activation fold: 1; LYP phosphatase: -4.0%; XIAP antagonists: -7.9%; CSM14.1 death rescue: 2.2%; human PMI inhibition: -7.8%; Myeloid diff MLP GFP+ MAC1+ %: 0.1

How did C/C=C/C(=O)OCC(=O)Nc1cc(-c2cc(C)c(C)cc2C)nn1-c1ccccc1 do in these assays?
human PMI inhibitors: 5.2%; M17LAP inhibition: -5.6%; Myeloid diff MLP: inactive; TNAP activation fold: 1.1; LYP phosphatase: 0.3%; XIAP antagonists: -1.1%; CSM14.1 death rescue: -1.5%; M1AAP inhibition: 5.0%; human PMI inhibition: 6.9%; Myeloid diff MLP GFP+ MAC1+ %: 0.2

How did O=C(CCNS(=O)(=O)c1cccc2nonc12)NCc1cccs1 do in these assays?
human PMI inhibitors: -0.2%; M17LAP inhibition: 10.0%; Myeloid diff MLP: inactive; TNAP activation fold: 1.1; LYP phosphatase: -1.2%; XIAP antagonists: 0.1%; CSM14.1 death rescue: -3.2%; M1AAP inhibition: 10.7%; human PMI inhibition: -0.1%; Myeloid diff MLP GFP+ MAC1+ %: 0.7

Results for C=CCn1c(N2CCCCCC2)nc2c1c(=O)[nH]c(=O)n2C ?
human PMI inhibitors: 10.1%; M17LAP inhibition: -5.7%; Myeloid diff MLP: inactive; TNAP activation fold: 1.1; LYP phosphatase: 2.4%; XIAP antagonists: -0.8%; CSM14.1 death rescue: -2.9%; M1AAP inhibition: -6.4%; human PMI inhibition: 9.1%; Myeloid diff MLP GFP+ MAC1+ %: 5.8

Results for Cc1cc(=O)c(C(=O)O)cn1Nc1ccc(F)cc1 ?
human PMI inhibitors: -4.7%; M17LAP inhibition: 34.1%; Myeloid diff MLP: inactive; TNAP activation fold: 1.1; LYP phosphatase: -4.8%; XIAP antagonists: -6.0%; CSM14.1 death rescue: -2.6%; M1AAP inhibition: 6.7%; human PMI inhibition: -5.7%; Myeloid diff MLP GFP+ MAC1+ %: 1.8

How did Cc1cccn2c(=O)c3cc(C#N)c(=NC(=O)c4cccs4)n(CC(C)C)c3nc12 do in these assays?
M17LAP inhibition: -20.1%; Myeloid diff MLP: inactive; LYP phosphatase: -10.4%; M1AAP inhibition: 6.7%; Myeloid diff MLP GFP+ MAC1+ %: 0.5

What do the screens show for `O=C(Nc1cccnc1)c1sc(Nc2ccccc2F)nc1-c1ccccc1`?
human PMI inhibitors: -11.6%; M17LAP inhibition: 3.7%; Myeloid diff MLP: inactive; TNAP activation fold: 1.1; LYP phosphatase: -5.9%; XIAP antagonists: -6.6%; CSM14.1 death rescue: -4.3%; M1AAP inhibition: 10.0%; human PMI inhibition: -10.6%; Myeloid diff MLP GFP+ MAC1+ %: 0.5

Results for CN(C)CCCNc1cc(C(C)(C)C)nc2c(-c3ccc(Cl)cc3)cnn12 ?
M17LAP inhibition: -1.9%; Myeloid diff MLP: inactive; LYP phosphatase: -21.2%; M1AAP inhibition: 2.8%; Myeloid diff MLP GFP+ MAC1+ %: 3.3

What do the screens show for `O=C(/C=C/c1ccco1)N1CCc2ccccc21`?
human PMI inhibitors: -1.8%; M17LAP inhibition: 19.0%; Myeloid diff MLP: inactive; TNAP activation fold: 1; LYP phosphatase: 3.2%; XIAP antagonists: -11.3%; CSM14.1 death rescue: -3.6%; M1AAP inhibition: 14.3%; human PMI inhibition: 2.5%; Myeloid diff MLP GFP+ MAC1+ %: 0.2

Results for CC(OC(=O)c1ccncc1)C(=O)Nc1cccc(Cl)c1 (stereo not drawn) ?
human PMI inhibitors: 0.8%; M17LAP inhibition: 5.8%; Myeloid diff MLP: inactive; TNAP activation fold: 1.2; LYP phosphatase: -5.1%; XIAP antagonists: -3.6%; CSM14.1 death rescue: 0.1%; M1AAP inhibition: 7.3%; human PMI inhibition: 1.1%; Myeloid diff MLP GFP+ MAC1+ %: 0.8

Results for COc1cccc(CC2(CO)CCCN(CC3=Cc4cc(Cl)ccc4OC3)C2)c1 (stereo not drawn) ?
human PMI inhibitors: 7.1%; M17LAP inhibition: -7.4%; Myeloid diff MLP: inactive; TNAP activation fold: 1; LYP phosphatase: 4.9%; XIAP antagonists: -3.1%; CSM14.1 death rescue: -0.2%; M1AAP inhibition: 6.7%; human PMI inhibition: 15.6%; Myeloid diff MLP GFP+ MAC1+ %: 0.4

What do the screens show for `CC(C)C(=O)Nc1ccc(-c2ccc3nncn3n2)cc1`?
human PMI inhibitors: 12.9%; M17LAP inhibition: 4.1%; Myeloid diff MLP: inactive; TNAP activation fold: 1; LYP phosphatase: -4.1%; XIAP antagonists: -5.1%; CSM14.1 death rescue: -1.9%; M1AAP inhibition: 11.4%; human PMI inhibition: 7.0%; Myeloid diff MLP GFP+ MAC1+ %: 0.4

How did O=C(CCCC(=O)N(c1ccc2c(c1)OCCO2)C(C(=O)NC1CCCCC1)c1ccc(Cl)cc1)Nc1ccccn1 (stereo not drawn) do in these assays?
human PMI inhibitors: 8.1%; M17LAP inhibition: -2.6%; Myeloid diff MLP: inactive; TNAP activation fold: 1.1; LYP phosphatase: -1.6%; XIAP antagonists: -4.3%; CSM14.1 death rescue: 1.1%; M1AAP inhibition: -6.2%; human PMI inhibition: 9.3%; Myeloid diff MLP GFP+ MAC1+ %: 6.2

Results for CN(CCN1CCc2ccccc2C1)Cc1nc(-c2ccc3c(c2)OCO3)no1 ?
human PMI inhibitors: 9.4%; M17LAP inhibition: -2.4%; Myeloid diff MLP: inactive; TNAP activation fold: 1; LYP phosphatase: -7.3%; XIAP antagonists: -4.8%; CSM14.1 death rescue: -0.6%; M1AAP inhibition: 15.1%; human PMI inhibition: 11.1%; Myeloid diff MLP GFP+ MAC1+ %: 0.4

What do the screens show for `Cc1cc(-c2nnco2)c(C)n1-c1ccccc1`?
human PMI inhibitors: -10.3%; M17LAP inhibition: -0.6%; Myeloid diff MLP: inactive; TNAP activation fold: 1; LYP phosphatase: -2.7%; XIAP antagonists: -4.9%; CSM14.1 death rescue: -4.8%; M1AAP inhibition: 0.7%; human PMI inhibition: -3.3%; Myeloid diff MLP GFP+ MAC1+ %: 0.5

How did C=CCSc1n[nH]c(-c2ccc(OC)cc2)n1 do in these assays?
human PMI inhibitors: 3.2%; M17LAP inhibition: 8.7%; Myeloid diff MLP: inactive; TNAP activation fold: 0.2; LYP phosphatase: -4.1%; XIAP antagonists: -3.4%; M1AAP inhibition: -0.7%; human PMI inhibition: 8.1%; Myeloid diff MLP GFP+ MAC1+ %: 5.0

Results for CCOC(=O)C1(Cc2cccc(F)c2)CCN(Cc2cnn(CC)c2)CC1 ?
human PMI inhibitors: -3.6%; M17LAP inhibition: -3.1%; Myeloid diff MLP: inactive; TNAP activation fold: 1.1; LYP phosphatase: -7.3%; XIAP antagonists: 0.1%; CSM14.1 death rescue: -1.0%; M1AAP inhibition: -8.7%; human PMI inhibition: 3.8%; Myeloid diff MLP GFP+ MAC1+ %: 0.4
